Bioassay records deposited in PubChem by National Center for Advancing Translational Sciences (NCATS).
CCT modulator: changes cytosolic chaperonin activity; purified chaperonin ATPase assay, HTRF ADP detection, 30 min; activity change, % (concentration not given with the values), hits read low; 0.3% of 360,000 active; AID 651819; in the data active = activity change below about -30%; also: % is scaled to controls: 0 for no effect and ±100 for the full control effect
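Enzyme 40 or 20 nM (batch-dependent) in Tris pH 7.4/KCl/MgCl2/DTT; cpd 76 uM single point; ATP 10 uM; 30 min 37 °C; Transcreener ADP HTRF detection, 30 min RT; ratio 665/615.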
D3 ag: agonists of human D3 dopamine receptor; D3R DiscoveRx beta-arrestin cells, luminescence, 90 min; max activation, %; 0.58% of 410,000 active; P35462; in the data active = max activation above about 30%; also: 0% is about no effect; mostly tested at two doses, the higher about 12 µM
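Agonist mode: compounds and dopamine controls were applied to plated cells for 90 min at 37 degrees C after an overnight attachment at 1500 cells/well. Luminescent read-out followed 30 - 60 minutes at room temperature with DiscoveRx detection reagent.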
pAkt inh: inhibitors of Akt phosphorylation; 0.32% of 360,000 active; Neuro2A IGF-stimulated pAkt S473 HTRF, 20 min; stronger effect = lower value; activity change, % for hits at 50 µM; in the data active = activity change below about -80%; inconclusive = mostly about -51% to -80%; also: % is scaled to controls: 0 for no effect and ±100 for the full control effect
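Neuro2A cells in DMEM with 0.5% FBS, overnight at 37 deg C, given compound at single 50 µM final, then IGF (6 nM final) for 20 min at 37 deg C. Lysed; phospho-Akt Ser473 by HTRF after 24 h, 665/615 ratio.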
EPAC2 ag: activates human EPAC2 exchange factor | Q8WZA2 | EPAC2 activation, biochemical qHTS; response scale: 100% = 6.5 mM cAMP response | Potency, µM (top dose mostly 154 µM), inactives show at the top dose activation, actives largely listed as activators | 0.079% of 360,000 active | AID 720711; also: potency is read from the fitted curve at half-maximal effect; nearly all actives have a fitted effect of over 50% in size
Target sequence (Q8WZA2 whole entry, looked up): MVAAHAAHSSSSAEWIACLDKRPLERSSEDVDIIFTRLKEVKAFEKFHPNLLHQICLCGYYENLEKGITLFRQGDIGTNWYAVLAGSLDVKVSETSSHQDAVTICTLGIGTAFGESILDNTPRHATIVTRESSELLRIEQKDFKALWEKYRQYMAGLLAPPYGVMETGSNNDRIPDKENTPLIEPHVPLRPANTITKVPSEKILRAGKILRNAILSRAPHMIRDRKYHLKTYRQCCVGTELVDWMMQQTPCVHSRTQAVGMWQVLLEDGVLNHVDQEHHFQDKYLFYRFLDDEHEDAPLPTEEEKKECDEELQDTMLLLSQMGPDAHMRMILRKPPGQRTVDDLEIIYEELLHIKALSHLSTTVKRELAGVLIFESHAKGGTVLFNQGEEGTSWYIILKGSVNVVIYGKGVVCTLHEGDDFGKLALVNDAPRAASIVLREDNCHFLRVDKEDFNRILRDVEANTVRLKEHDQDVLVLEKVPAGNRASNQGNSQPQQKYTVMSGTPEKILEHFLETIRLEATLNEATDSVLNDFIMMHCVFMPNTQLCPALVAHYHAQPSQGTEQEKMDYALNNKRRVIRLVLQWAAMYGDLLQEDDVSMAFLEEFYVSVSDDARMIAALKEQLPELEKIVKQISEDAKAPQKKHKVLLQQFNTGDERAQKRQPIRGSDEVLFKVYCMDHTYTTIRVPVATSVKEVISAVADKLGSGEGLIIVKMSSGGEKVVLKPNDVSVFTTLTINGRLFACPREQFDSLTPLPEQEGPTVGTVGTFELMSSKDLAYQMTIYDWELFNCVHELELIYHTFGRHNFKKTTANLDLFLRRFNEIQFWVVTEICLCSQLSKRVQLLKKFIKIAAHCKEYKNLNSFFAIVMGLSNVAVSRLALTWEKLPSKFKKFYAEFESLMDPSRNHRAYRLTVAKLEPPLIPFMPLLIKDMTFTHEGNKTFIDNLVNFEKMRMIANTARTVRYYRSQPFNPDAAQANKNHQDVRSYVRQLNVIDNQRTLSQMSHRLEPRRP
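Exchange assay: 100 nM EPAC2 with 250 nM Rap1B-BODIPY-GDP and 50 uM GDP. Fluorescence (ex 480/em 540 nm) read every 5 min for 30 min at room temperature. Data normalized to 6.5 mM cAMP as agonist control.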
Mm-Cpn inhibitor: M. maripaludis TRiC chaperonin inhibition. 0.031% of 330,000 active. purified Mm-Cpn ATPase, ADP Transcreener TR-FRET. Potency, µM (doses to about 76.9 µM), without a hit: at the top dose activity, negative = inhibition, usual class: inhibitors; also: potency is read from the fitted curve at half-maximal effect; % is scaled to controls: 0 for no effect and ±100 for the full control effect; nearly all actives have a fitted effect of over 80% in size
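ATP (10 uM final) was added to archaeal chaperonin (25 nM final) after 10 min exposure to test compound at 37°C; after 30 min further incubation, ADP was detected by competitive TR-FRET.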
D3 antag: antagonists of human D3 dopamine receptor; P35462; max response, negative = inhibition, %; 2.5% of 360,000 active; D3R cells, DiscoveRx beta-arrestin luminescence, antagonist mode; stronger effect = lower value; in the data active = max response below about -50%; inconclusive = no clear call, values can overlap the other calls; also: % is scaled to controls: 0 for no effect and ±100 for the full control effect; mostly tested at two doses, the higher about 12 µM
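Cells plated overnight at 1500 cells/well, then exposed to library compounds with dopamine controls for 90 minutes at 37 degrees C. DiscoveRx reagent added for 30–60 minutes at room temperature; luminescence read, quantitative HTS format.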
EPAC2 antag: blocks human EPAC2 exchange factor | Q8WZA2 | EPAC2 GEF exchange of Rap1B-BODIPY-GDP, fluorescence | Potency, µM (top dose mostly 114 µM), for the others: top-dose activity, negative = inhibition, hits mostly inhibitors | 0.18% of 360,000 active; also: potency is read from the fitted curve at half-maximal effect; % is scaled to controls: 0 for no effect and ±100 for the full control effect; nearly all actives have a fitted effect of over 45% in size; many of its hits are not listed in these tables
PTHR1 agonist: activates the human parathyroid hormone receptor PTHR1 | 0.075% of 410,000 active | AID 743266 | Potency, µM (highest dose often 115 µM), without a hit: at the highest dose activation, actives largely listed as activators | Q03431 | HEK293 GP2 PTHR1 cells, GloSensor cAMP luminescence, 1 h; also: potency is read from the fitted curve at half-maximal effect; nearly all actives have a fitted effect of over 55% in size; some results filed as inactive show a strong effect at the top dose; inactives centre near -15; many of its hits are not listed in these tables
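HEK-293-derived GP2 cells expressing PTHR1 and a GloSensor cAMP reporter, 3,000/well, plated overnight, given luciferin plus IBMX (each 0.5 mM as added) for 1 h at 37 °C, then compound for 1 h at 37 °C. Luminescence was read after 15 min at room temperature.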
Numbers without * were called inactive; i = inactive; ? = inconclusive; . = no result given; & = joins results of further samples; [ ] = another dose, or the depositor's remark. Unless noted, calls follow the shape of the dose curve; as a rule, active = well fitted curve in the direction sought with a large enough effect; inconclusive = small, poorly fitted or top-dose-only effect, or another doubt; inactive = no such curve, though single readings can be large; an effect the other way counts as inactive or inconclusive. An excerpt; the hit share may differ from the screen's.

#	structure	CCT modulator	D3 ag	pAkt inh	EPAC2 ag
1	COc1ccccc1C(CCN(Cc1ccccc1)C(C)=O)c1ccco1 (centres undefined)	-0.1	-13	i	12%
2	Cc1nc(-c2cccnc2)sc1C(=O)N/N=C/c1ccccc1Cl	1.1	4	i	5%
3	Cc1ccc(N2C(N)=C(C#N)C(c3cc(CN4CCOCC4)cs3)C3=C2CC(C)(C)CC3=O)cc1 (centres undefined)	-1.7	-5	i	0%
4	COC(=O)c1cn(CC(=O)NC2CCCCC2)c2ccccc12	-0.7	0	i	2%
5	CCCCCC1CC(CC(=O)NC(=S)Nc2ccc([N+](=O)[O-])cc2)C(=O)O1 (centres undefined)	-0.2	-9	i	-2%
6	COc1cc(Cl)c(C)cc1NC(=O)COC(=O)/C=C/c1c(C)nn(C2CCS(=O)(=O)C2)c1Cl (centres undefined)	-4.3	0	i	4%
7	CCN(CC(=O)Nc1c(F)cccc1F)C(=O)C1CCCO1 (centres undefined)	2.0	-1	i	10%
8	CO/N=C/c1ccc(N2CCN(C(=O)c3ccc(F)cc3)CC2)c([N+](=O)[O-])c1	-2.3	1	i	20%

#	Mm-Cpn inhibitor	D3 antag	EPAC2 antag	PTHR1 agonist
1	-7%	-1	?	-28%
2	-1%	1	15%	i
3	-1%	-11	1%	-19%
4	-2%	25	-7%	10%[57.5 µM]
5	1%	-9	0%	i
6	1%	6	2%	-2%[57.5 µM]
7	.	2	8%	i
8	-4%	27	-11%	-12%[57.5 µM]

New compounds follow:
#	structure	CCT modulator	D3 ag	pAkt inh	EPAC2 ag
9	CCc1cccc(C)c1NC(=O)CCCn1c(=O)c2cccn2c2cccnc21	-2.9	5&-7	i	-6%
10	CC(=O)c1ccc(S(=O)(=O)NC2CCCCCCC2)cc1	1.8	-12	i	2%
11	O=C(COc1ccc(Cl)cc1Cl)N/N=C/c1ccc[nH]1	-0.6	-2	i	14%
12	CCOC(=O)C1=C(Nc2ccccc2)CC(C)(O)C(C(=O)OCC)C1c1ccccc1 (centres undefined)	-1.5	5	i	10%
13	COC(=O)COc1c(Cl)cc(Cl)c2ccc(C)nc12	-1.1	-10	i	6%
14	CCSc1nc(C)nc2sc(C)c(C)c12	-1.1	8	i	4%
15	CC1(NC(=O)Cc2csc(-c3ccc(Cl)cc3)n2)CCS(=O)(=O)C1 (centres undefined)	0.3	9	i	3%
16	CCc1ccccc1NC(=O)CN(C)C(=O)COC(=O)c1ccccc1Cl	0.2	2	i	1%

#	Mm-Cpn inhibitor	D3 antag	EPAC2 antag	PTHR1 agonist
9	-15%	2	15%	i
10	2%	-3	3%	-8%
11	0%	-1	0%	-6%
12	1%	9	6%	i
13	-2%	-12	-12%	-16%
14	0%	19	?	i
15	-1%	-4	4%	-20%
16	2%	22	2%	i

Single records, from the list above. Order of values: CCT modulator, D3 ag, pAkt inh, EPAC2 ag, Mm-Cpn inhibitor, D3 antag, EPAC2 antag, PTHR1 agonist
COC(=O)c1cn(CC(=O)NC2CCCCC2)c2ccccc12 is listed as -0.7, 0, i, 2%, -2%, 25, -7%, 10%[57.5 µM]
Cc1ccc(N2C(N)=C(C#N)C(c3cc(CN4CCOCC4)cs3)C3=C2CC(C)(C)CC3=O)cc1 (centres undefined) is listed as -1.7, -5, i, 0%, -1%, -11, 1%, -19%
CCc1ccccc1NC(=O)CN(C)C(=O)COC(=O)c1ccccc1Cl is listed as 0.2, 2, i, 1%, 2%, 22, 2%, i
CC1(NC(=O)Cc2csc(-c3ccc(Cl)cc3)n2)CCS(=O)(=O)C1 (centres undefined) is listed as 0.3, 9, i, 3%, -1%, -4, 4%, -20%

New compounds follow.
#	structure	CCT modulator	D3 ag	pAkt inh	EPAC2 ag
17	CCC1Sc2ccc(S(=O)(=O)CCC(=O)NCc3ccco3)cc2NC1=O (centres undefined)	-1.2	0	i	5%
18	O=C(Nc1ccc2c(c1)OCCO2)C(C1CC1)n1c(=O)c(-c2ccccc2)nc2ccccc21 (centres undefined)	.	-6	i	27%
19	COc1cccc(N2CCN(CC(=O)NC(=O)NCc3ccco3)CC2)c1	-1.6	4	i	-1%
20	CC1CCCC(NC(=O)CCC(=O)c2ccc(F)cc2)C1C (centres undefined)	-0.2	-6	i	7%
21	CCOc1cc(/C=N/Nc2nncc(-c3ccccc3)n2)ccc1O	-7.2	2	i	6%
22	O=C(Nc1cc(S(=O)(=O)N2CCOCC2)ccc1N1CCCC1)C1COc2ccccc2O1 (centres undefined)	-1.1	1	i	18%
23	O=C1NCCN1C(=O)c1ccccc1F	2.1	-1	i	9%
24	O=C(/C=C/c1ccc(Cl)c([N+](=O)[O-])c1)Nc1cccc(NC(=O)c2ccco2)c1	2.5	0	i	14%

#	Mm-Cpn inhibitor	D3 antag	EPAC2 antag	PTHR1 agonist
17	-3%	2	9%	-49%[inhibitor]
18	.	-22	3%	-3%
19	3%	4	-9%	i
20	0%	2	2%	-21%
21	0%	13	8%	-18%
22	1%	0	9%	-19%
23	3%	0	13%[57.1 µM]	25%[57.5 µM]
24	-1%	0	-7%[57.1 µM]	-17%

Additional structures.
#	structure	CCT modulator	D3 ag	pAkt inh	EPAC2 ag
25	Cc1ccccc1Nc1nc(NCc2ccco2)c2ccccc2n1	-1.5	-11	i	19%
26	Cc1cc(N2C(=O)C3C4C=CC(C4)C3C2=O)ccc1NC(=O)c1cccs1 (centres undefined)	-3.1	-2	i	11%
27	COc1cccc(-c2cn(-c3cccc(C(F)(F)F)c3)c(=S)[nH]2)c1	-1.6	2	i	-5%
28	Cc1cc(C)nc(N2CCC(C(=O)Nc3ccc4c(c3)OCO4)CC2)n1	1.0	6	i	2%
29	O=C(Nc1cccc(-c2ccccc2)c1)N1CCN(C(=O)Nc2cccc(-c3ccccc3)c2)CC1	2.0	3	i	1%
30	COc1ccc(Cc2nnc(NC(=O)C3CCCO3)s2)cc1OC (centres undefined)	1.3	-7	i	0%
31	CC(C)Oc1ccc(Cn2c(=O)sc3ccccc32)cc1	2.7	1	i	16%
32	CCCCC(CC)C(=O)Nc1ccccc1C(=O)NC(C)C (centres undefined)	-2.3	5	.	-5%

#	Mm-Cpn inhibitor	D3 antag	EPAC2 antag	PTHR1 agonist
25	0%	-2	-16%	i
26	3%	-13	-5%	-6%
27	-9%	0	-16%	-16%
28	0%	6	6%[57.1 µM]	0%[57.5 µM]
29	0%	8	-9%	i
30	-18%	4	-3%	i
31	1%	18	0%	-21%
32	-1%	37	-5%	5%[57.5 µM]

Next section:
#	structure	CCT modulator	D3 ag	pAkt inh	EPAC2 ag
33	CCC(=O)Nc1ccc(C(=O)NNC(=O)c2cccs2)cc1	1.6	1	i	7%
34	COC(=O)CSc1nc2ccccc2o1	-0.4	-3	i	11%
35	CC(=O)Nc1ccc2c(c1)nc(CCN1CCOCC1)n2C	0.1	-4	i	-4%
36	CCN(CC)CCNC(=O)C(=O)NCC1OCCN1S(=O)(=O)c1ccc([N+](=O)[O-])cc1 (centres undefined)	-1.6	2	i	-4%
37	O=C(Cc1cccs1)Nc1nc(-c2cccnc2)cs1	-2.4	2	i	2%
38	CN1CCN(C(=S)Nc2ccc(S(N)(=O)=O)cc2)CC1	0.1	-4	i	1%
39	CC1=C(C(=O)N2CCOCC2)CC(CC(=O)NCCN2CCOCC2)C(=O)N1Cc1ccc(F)cc1 (centres undefined)	-0.3	8	i	5%
40	Cc1c(Cl)cccc1NC(=O)Cc1cccs1	-1.4	4	i	1%

#	Mm-Cpn inhibitor	D3 antag	EPAC2 antag	PTHR1 agonist
33	0%	1	4%	i
34	0%	6	0%	-8%[57.5 µM]
35	1%	-3	-5%	i
36	0%	16	3%	i
37	-7%	5	1%	i
38	-2%	1	7%	-91%[inhibitor]
39	.	25	-12%	-19%
40	-1%	3	-3%	-39%[inhibitor]

(cont.)
#	structure	CCT modulator	D3 ag	pAkt inh	EPAC2 ag
41	COc1ccc(CCNC(=O)Nc2nnc([C@@H]3C[C@H](O)[C@@H](CO)O3)s2)cc1OC	0.8	-8	i	6%
42	COc1ccc(C(C[N+](=O)[O-])C2(c3ccc(OC)c(OC)c3)C(=O)c3ccccc3C2=O)cc1 (centres undefined)	2.1	-19	i	7%
43	COc1ccc(N2C3=[N+](CCCC3)CC2(C)O)cc1 (centres undefined)	-2.7	-2	i	5%
44	Cc1ccc(S(=O)(=O)Cn2nnnc2C(c2ccc(F)cc2)N2CCC(C(N)=O)CC2)cc1 (centres undefined)	0.7	1	i	-8%
45	COc1ccccc1-c1nnc(SCC(=O)c2c(N)n(C3CC3)c(=O)[nH]c2=O)n1C	-0.7	-3	i	4%
46	Cc1cc(N2CCCC2=O)ccc1S(=O)(=O)NCCOc1ccccc1	-0.8	-1	i	-4%
47	CC(C)NC1CCC(Nc2ccnc3cc(Cl)ccc23)CC1 (centres undefined)	-0.2	-3	i	5%
48	COc1ccc(CNCc2ccccc2C(F)(F)F)cc1	-1.6	-10	i	18%

#	Mm-Cpn inhibitor	D3 antag	EPAC2 antag	PTHR1 agonist
41	.	0	19%	24%
42	1%	-82*	4%	-60%[inhibitor]
43	0%	-19	5%	-9%[57.5 µM]
44	0%	8	12%	i
45	1%	-8	2%	-22%
46	2%	12	13%	-10%
47	.	-3	0%	i
48	-1%	-11	10%	2%

Further structures.
#	structure	CCT modulator	D3 ag	pAkt inh	EPAC2 ag
49	COc1ccc(NC(=O)CSc2nccn2Cc2ccco2)cc1	-0.6	-11	i	-2%
50	CCCN(CC(=O)Nc1ccccc1C)C(=O)c1ccc(OCC(=O)N2CCOCC2)c(OCC)c1	2.6	-2	i	0%
51	Cc1nc2ccc(NS(=O)(=O)c3c(C)c(C)cc(C)c3C)cc2s1	0.3	7	i	11%
52	NC(=O)c1oc2ccccc2c1NC(=O)CS(=O)(=O)c1ccccc1	0.4	-2	i	6%
53	C=CCn1c(SCC(=O)Nc2cccc(OC)c2)nnc1-c1cccnc1	1.1	0	i	-8%
54	CCOC(=O)c1cc(=O)c2ccc(OCC(=O)Nc3ccccc3)cc2o1	-0.4	3	i	0%
55	O=C(Cn1c2ccccc2c(=O)c2ccccc21)N/N=C/c1ccc(N2CCCC2)c([N+](=O)[O-])c1	-0.7	-3	i	1%

#	Mm-Cpn inhibitor	D3 antag	EPAC2 antag	PTHR1 agonist
49	-1%	-19	-2%	-37%[inhibitor]
50	.	16	-10%	i
51	.	-19	-9%	-20%[57.5 µM]
52	0%	-18	5%	-9%
53	2%	?	2%	-11%
54	2%	17	-7%	i
55	1%	-18	-5%	-10%
